ATXN viability: Viability Counterscreen for Primary qHTS for Inhibitors of ATXN expression; Potency, µM (doses to about 56.7 µM), usual class: cytotoxic; S2 cells (HEK-293 line with an ATXN2-luciferase reporter) viability, CellTiter-Fluor protease fluorescence, 24 h; hit rate 0.49% among 400,000; AID 651635, 2014; further: potency means the concentration at half of the fitted maximal effect; nearly all actives have a fitted effect of over 40% in size
HT1080-NT tox: qHTS for induction of synthetic lethality in tumor cells producing 2HG: qHTS for the HT-1080-NT fibrosarcoma cell line; HT-1080-NT fibrosarcoma viability, CellTiter-Glo ATP luminescence, 48 h; Potency, µM (titrated, usually from 46.1 µM), without a hit: at the top dose activity, negative = less viability, hits mostly cytotoxic; hit rate 1.6% among 360,000; AID 686970, 2013;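 further: NT is the 2HG producing partner of a matched IDH1 knockdown line; potency means the concentration at half of the fitted maximal effect; 0% = DMSO-treated cells and -100% = media-only wells without cells; nearly all actives have a fitted effect of over 55% in size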
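Luminescent CellTiter-Glo readout after 48 hours of compound exposure at 37 degrees C defined viability of HT-1080-NT cells. Activity was normalized to DMSO wells and cell-free media wells; concentration-response curves were fitted and assigned curve classes.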
SW480 rerep: A quantitative high throughput screen for small molecules that induce DNA re-replication in SW480 colon adenocarcinoma cells; SW480 DNA re-replication, Hoechst DNA content imaging, 48 h; Potency, µM (series often up to 46.1 µM), without a hit: at the highest dose re-replication activation, usual class: activators; hit rate 1.8% among 340,000; AID 624297, 2012; further: potency means the concentration at half of the fitted maximal effect; % of control where 0% means no effect; nearly all actives have a fitted effect of over 55% in size
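Per well, 250 cells were exposed to pinned compound for 48 hr. Nuclear DNA was visualised with Hoechst (40 min, 37 C) and total object intensity recorded by fluorescence scanning.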
KB-3-1 cytotox: qHTS assay for MDR1-selective chemotherapeutics: Primary screen using the parental adenocarcinoma cell KB-3-1 | KB-3-1 viability, CellTiter-Glo ATP luminescence, 72 h | Potency, µM (doses to about 46.1 µM), for the others: top-dose activity change, negative = cytotoxic, actives largely listed as cytotoxic | hit rate 1.4% among 400,000 | AID 1347075, 2019; further: potency means the concentration at half of the fitted maximal effect; on the % scale 0 is the no-effect control and ±100 the full control effect; nearly all actives have a fitted effect of over 60% in size
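KB-3-1 parental drug-naive adenocarcinoma cells in DMEM/10% FBS, incubated 72 h at 37 C with pin-transferred compounds across a concentration series. Viability by CellTiter-Glo luminescence; concentration-response curves fitted after normalization.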
ATXN2 expr inh: Primary qHTS for Inhibitors of ATXN expression; HEK-293 ATXN2-luciferase reporter, luminescence, 24 h; Potency, µM (doses to about 57 µM), without a hit: at the top dose activity change, negative = inhibition, most hits filed as inhibitors; hit rate 0.72% among 360,000; further: potency means the concentration at half of the fitted maximal effect; on the % scale 0 is the no-effect control and ±100 the full control effect; nearly all actives have a fitted effect of over 55% in size
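qHTS (up to 57 uM final) was run with 24 h compound exposure of reporter cells at 37 °C. Each well was multiplexed: SteadyGlo luminescence measured ATXN2-luciferase expression after a fluorogenic Gly-Phe-AFC viability readout (25 uM final).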
HepG2 tox: qHTS for Inhibitors of TGF-b: Cytotox Counterscreen. Potency, µM (doses to about 46.1 µM), without a hit: at the highest dose activity change, negative = cytotoxicity, most hits filed as cytotoxic. hit rate 0.76% among 410,000. HepG2 CAGA-GFP viability, ATP luminescence, 18 h. AID 588856, 2011; further: potency means the concentration at half of the fitted maximal effect; some results filed as inactive show a strong effect at the top dose
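CellTiter-Glo luminescence gave cytotoxicity after 18 hours at 37 degrees C. The cells were HepG2 CAGA-GFP in 1% FBS DMEM, stimulated with 500 pg/mL TGF-beta after compound addition. %Activity was normalised to no-cell wells (complete cell-killing) and DMSO (no toxicity), and curves were fitted and classified.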
HT1080 IDH1KD tx: qHTS for induction of synthetic lethality in tumor cells producing 2HG: qHTS for the HT-1080-IDH1KD cell line; Potency, µM (series often up to 46.1 µM), for inactives: at the highest dose activity, negative = toxicity, usual class: cytotoxic; HT-1080 IDH1 knockdown viability, ATP luminescence, 48 h; hit rate 2% among 360,000;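 further: potency means the concentration at half of the fitted maximal effect; 0% = DMSO wells and -100% = cell-free medium wells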
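Knockdown cells (IDH1KD HT-1080) received compounds 2 h after plating at 750 cells/well and were kept 48 h at 37 °C in 5% FBS RPMI. A CellTiter-Glo luminescence read gave % activity for curve fitting.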
IL1B secr inh: qHTS for Inhibitors of Inflammasome Signaling: IL-1-beta AlphaLISA Primary Screen. THP-1 LPS/ATP IL-1B secretion, AlphaLISA, 16 h; hits give low values. activity change, % at 57.5 µM. hit rate 4.7% among 360,000. AID 743279, 2014; in the data active means activity change below about -50%; inconclusive means mostly about -30% to -49%; further: on the % scale 0 is the no-effect control and ±100 the full control effect
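Secreted IL-1B measured by AlphaLISA bead assay after 16 h compound exposure of THP-1 cells; compounds (final up to 57.5 uM) added 1 h before LPS (250 ng/mL) and ATP (1.25 mM) stimulation; lower signal means less secretion.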
MCF10A rereplic: A quantitative high throughput screen for small molecules that induce DNA re-replication in MCF 10a normal breast cells; AID 624296, 2012; MCF 10A DNA re-replication, Hoechst nuclear intensity, 48 h; hit rate 2.9% among 350,000; Potency, µM (top dose mostly 46.1 µM), for inactives: at the highest dose activity, positive = re-replication, most hits filed as activators; further: potency means the concentration at half of the fitted maximal effect; % of control where 0% means no effect; nearly all actives have a fitted effect of over 50% in size
* hit, by the source's call; i = inactive; u = inconclusive; x = no result given; [ ] = dose if it differs, or a comment. Unless noted, the call rests on the fitted dose curve; in most records, active means well fitted curve in the direction sought with a large enough effect; inconclusive means small, poorly fitted or top-dose-only effect, or another doubt; inactive means no such curve, though single readings can be large; an effect the other way counts as inactive or inconclusive. Compounds as they come; any-hit rate near 8.9%.

SMILES	ATXN viability	HT1080-NT tox	SW480 rerep	KB-3-1 cytotox	ATXN2 expr inh	HepG2 tox	HT1080 IDH1KD tx	IL1B secr inh	MCF10A rereplic
CCOc1ccc(NC(=O)Cn2c(=O)n(-c3cccc(Cl)c3)c(=O)c3c2c2cc(C)ccc2n3C)cc1	i	x	x	0%	8%	3%	x	x	x
O=S1(=O)C[C@@H](N2CCC(Cc3ccccc3)CC2)[C@H](COCc2ccccc2)N1	i	-5%	x	-9%	-3%	-33%	0%	18	x
CCOc1cc(CNCCc2ccc(S(N)(=O)=O)cc2)ccc1OCc1ccccc1	u	u	u	u	u	-35%	u	-54*	21µM*
CCOc1ccccc1NC(=O)CN1CCC(C(=O)c2ccc(OC)cc2)CC1	i	-18%	-3%	-10%	-27%	3%	-17%	-6	u
COc1ccccc1C1CC(c2ccccc2)Nc2ncnn21 (stereo not given)	i	u	u	u	-9%	-11%	u	26	u
Cc1ccccc1N(C(=O)Cn1nnc2ccccc21)C(C(=O)NCc1ccco1)c1ccncc1 (stereo not given)	i	-3%	-1%	0%	16%	-20%	4%	0	-1%
O=C1OC(c2ccccc2)=N/C1=C/c1cccc(OC(=O)c2cccs2)c1	i	1%	2%	-10%	6%	2%	13%	-52*	2%
CNC(=O)C1CC(=O)N(c2ccc(OCC(=O)NCc3ccccc3)cc2)C1 (stereo not given)	i	7%	-2%	17%	7%	5%	13%	-8	-4%
Cc1ccc(NC(=O)Cn2c(=O)cnc3ccccc32)cc1S(=O)(=O)N(C)C	i	-4%	x	5%	-5%	4%	-10%	4	1%
CC(=O)NCCc1ccc(C(=O)COC(=O)c2cc(C)oc2C)cc1	i	3%	2%	3%	1%	-19%	1%	20	0%
CC1(c2ccc([N+](=O)[O-])cc2)NC(=O)N(CC(=O)c2ccc3c(c2)OCO3)C1=O (stereo not given)	i	-1%	-1%	6%	1%	0%	-5%	-3	u
CC(C)Oc1cc(F)ccc1-c1cc(C(=O)NCc2cccnc2)[nH]n1	i	3%	x	0%	2%	8%	-1%	-6	x
COc1ccc(CC(NC(C)=O)C(=O)NC2CCN(c3nc(C)cc(C)c3C#N)CC2)cc1 (stereo not given)	i	1%	-11%	2%	x	14%	0%	-7	1%
COc1ccccc1N1CCN(C(=O)c2oc3ccccc3c2N)CC1	u	x	x	-11%	0%	-30%	x	x	x
Cc1ccc(/C=C2\SC(=S)N(CCC(=O)Nc3ccc(O)cc3)C2=O)cc1	u	12%	-7%	17%	x	1%	-1%	7	-6%
Cc1nnsc1C(=O)NNc1ccc(C(C)C)cc1	i	0%	3%	4%	14%	-7%	0%	x	-11%
COc1ccc(S(=O)(=O)Nc2c(C(=O)O)[nH]c3ccccc23)cc1	i	1%	-13%	16%	-7%	10%	7%	21	2%
Cc1c(C(=O)NCc2ccc3c(c2)OCO3)sc(=O)n1Cc1cccc(F)c1	i	-14%	x	0%	-7%	-14%	3%	-26	x
C/C(=N/NS(=O)(=O)c1ccc(C)cc1)c1c[nH]c2ccccc12	i	5%	-6%	6%	0%	-9%	7%	18	1%
CCC(C)C(NC(=O)c1ccccc1NC(=O)c1ccccc1)C(=O)O (stereo not given)	i	0%	-3%	14%	-5%	-1%	4%	0	-1%
CCN(CC)Cc1c(C(=O)N/N=C/c2ccc(C)o2)nnn1-c1nonc1N	i	0%	2%	u	15%	-4%	2%	19	-18%
CCCn1c(=O)c2sccc2n2c(CCCC(=O)NCC3CCCO3)nnc12 (stereo not given)	i	-3%	-24%	14%	-3%	5%	1%	10	3%
Cc1ccc(N(CC(=O)Nc2ccccc2C(=O)NCc2ccco2)S(=O)(=O)c2ccccc2)cc1C	i	4%	22%	-2%	-2%	2%	9%	-6	7%
COC(=O)c1c(C)[nH]c(C(=O)CSc2ccc(Cl)cc2)c1C	i	-26%	9%	-19%	15%	-61%	-28%	0	u
CCc1nnc(NC(=O)CSc2nc3[nH]c(=O)cc(O)c3s2)s1	i	15%	-2%	0%	5%	4%	19%	0	11%

Compound profiles, as listed above:
CCOc1ccc(NC(=O)Cn2c(=O)n(-c3cccc(Cl)c3)c(=O)c3c2c2cc(C)ccc2n3C)cc1 as listed: ATXN viability: i; HT1080-NT tox: x; SW480 rerep: x; KB-3-1 cytotox: 0%; ATXN2 expr inh: 8%; HepG2 tox: 3%; HT1080 IDH1KD tx: x; IL1B secr inh: x; MCF10A rereplic: x
Cc1c(C(=O)NCc2ccc3c(c2)OCO3)sc(=O)n1Cc1cccc(F)c1 as listed: ATXN viability: i; HT1080-NT tox: -14%; SW480 rerep: x; KB-3-1 cytotox: 0%; ATXN2 expr inh: -7%; HepG2 tox: -14%; HT1080 IDH1KD tx: 3%; IL1B secr inh: -26; MCF10A rereplic: x
O=C1OC(c2ccccc2)=N/C1=C/c1cccc(OC(=O)c2cccs2)c1 as listed: ATXN viability: i; HT1080-NT tox: 1%; SW480 rerep: 2%; KB-3-1 cytotox: -10%; ATXN2 expr inh: 6%; HepG2 tox: 2%; HT1080 IDH1KD tx: 13%; IL1B secr inh: -52*; MCF10A rereplic: 2%

Next structures
SMILES	ATXN viability	HT1080-NT tox	SW480 rerep	KB-3-1 cytotox	ATXN2 expr inh	HepG2 tox	HT1080 IDH1KD tx	IL1B secr inh	MCF10A rereplic
CCCCOc1ccc(-c2[nH]ncc2C=O)cc1	i	-17%	-2%	4%	30%	13%	-2%	0	0%
CCC(=O)N=c1sc2cc([N+](=O)[O-])ccc2n1CCOC	i	14%	-8%	-4%	19%	-4%	25%	11	0%
COc1ccc(-c2csc(NC(CO)c3nc4ccccc4n3CCCO)n2)cc1 (stereo not given)	i	-1%	5%	0%	12%	-24%	-1%	-1	8%
COc1ccc(N2CCN(C(=O)CCCn3c(=O)c4cccn4c4cccnc43)CC2)cc1	i	-3%	-7%	-5%	10%	1%	3%	u	-10%
CCC(=O)Oc1ccc(C2N(C(=O)CC)CCN2S(=O)(=O)c2ccc(C)cc2)cc1OC (stereo not given)	i	-2%	3%	-5%	-1%	-1%	0%	0	9%
CCN(CC)C(=O)COn1c(SCC(=O)N(CC)CC)nc2ccccc2c1=O	u	-1%	-8%	3%	-2%	-8%	13%	-1	-1%
O=C(CSc1oc(-c2ccc(F)cc2)nc1S(=O)(=O)c1ccccc1)c1ccc(Cl)cc1	u	x	x	6%	-16%	2%	x	x	x
Cn1cc(Cl)c(C(=O)Nc2cccc(Cl)c2Cl)n1	u	0%	-4%	15%	-17%	-3%	u	0	-4%
CCC(CC)C(=O)NCc1ccc(OC)cc1	i	-1%	-9%	9%	1%[11.3 µM]	-49%	2%	-1	-1%
O=C(CN1C(=O)c2ccccc2S1(=O)=O)NCc1ccccn1	i	-12%	1%	-6%	-5%	1%	-9%	-6	1%
Cc1cc(C)nc(NC(=O)c2cc3ccccc3o2)n1	i	4%	-2%	-8%	20%	-26%	-5%	-19	3%
Cn1c(=O)c2c(=O)cc(NNC(=O)CC#N)[nH]c2n(C)c1=O	i	0%	-5%	0%	1%	11%	1%	7	-6%
O=C(CN(Cc1ccccc1)C(=O)CCC(=O)Nc1nccs1)NCc1ccccc1	i	3%	-2%	7%	0%	6%	10%	14	2%
COc1cccc(Cn2cnc(-c3ccccc3OC)c2-c2cc(C)cc(C)c2)c1	u	u	x	u	u	x	u	-3	x
O=C(NCCc1c[nH]c2ccccc12)C(=O)NCC1OCCCN1S(=O)(=O)c1cc(F)ccc1F (stereo not given)	i	10%	-22%	-4%	-24%	-22%	-5%	0	23%
NC(=O)c1ccc(NCCCN2CCOCC2)c([N+](=O)[O-])c1	i	13%	-5%	-2%	-2%	0%	16%	0	-2%
Cc1ccc(OCC(=O)Nc2ccc(-c3nc4ncccc4o3)cc2)c(C)c1	i	-18%	28%	-5%	-11%	-21%	u	-6	u
Cn1c(SCc2c(F)cccc2Cl)nnc1-c1cccs1	i	2%	u	u	41%[activator]	-16%	-4%	-16	6.5µM*
CCOc1cc(S(=O)(=O)N2CCCCC2)ccc1Cl	i	-4%	1%	0%	0%	-21%	-6%	-8	15%
Cc1ccc(CNS(=O)(=O)c2ccc(CN3C(=O)c4cccnc4C3=O)cc2)o1	i	9%	0%	-6%	-3%	-28%	-1%	-7	-2%
Cc1cc(C)nc(N2N=C(C(F)(F)F)CC2=O)n1	i	4%	-4%	3%	x	-7%	3%	34	-6%
COc1ccc2c(c1)c(N=O)c(O)n2C	i	-5%	2%	-6%	-14%	0%	-2%	u	29%
Nc1nc(N)c2cc(Sc3ccc4ccccc4c3)ccc2n1	u	8.2µM*	u	21µM*	u	-179%	5.8µM*	u	16µM*
CC(C)c1nnc(NC(=O)c2cccc(-n3cnnn3)c2)s1	i	15%	-6%	3%	-1%	7%	15%	9	13%
O=C(Nc1ccccc1C(=O)N1CCOCC1)c1ccc(Br)cc1	i	6%	1%	x	9%	-15%	6%	-7	2%
CCc1ccc(NC(=O)COC(=O)CCc2nc3cc(S(=O)(=O)N(CC)CC)ccc3n2C)cc1	i	15%	1%	-1%	8%	-9%	25%	0	-2%
Cc1noc(NS(=O)(=O)c2ccc(NC(=O)CSc3nc4c(cc3C#N)CCCC4)cc2)c1C	i	2%	2%	4%	6%	1%	3%	-3	23µM*
CCn1ccc2c(OCC(=O)NCCc3ccc(OC)c(OC)c3)cccc2c1=O	i	2%	-7%	2%	18%	-1%	1%	15	-15%

Compound activity deposited in PubChem BioAssay by National Center for Advancing Translational Sciences (NCATS).
